Compound activity as filed in PubChem.
ERp5 inh: ERp5 (human) disulfide isomerase inhibition; AID 651711; Q15084; 350,000 tested, 0.05% active; ERp5 insulin aggregation, absorbance 650 nm, 90 min; inhibition, % at 9.99 µM;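 active means mean replicate inhibition above about 25%, with every replicate also reaching it, limit read from the data, passing the limit was not always enough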
esBAF inh: inhibitors of esBAF chromatin remodeling in mouse ES cells; Bmi1-luciferase knock-in reporter, 24 h; 100% = twice the neutral-well signal; reporter increase, % at 12.5 µM; 350,000 tested, 2% active; AID 602393; in the data active means activation above about 40%;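 further: 0% = median of the plate's neutral control wells and 100% = double that signal; a rise in the Bmi1 reporter signal indicates esBAF inhibition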
S100A4 inh HTS: blocks human S100A4 binding to myosin IIA peptide | P26447 | S100A4/TAMRA-MyoIIA peptide fluorescence polarization | inhibition, % at 10.7 µM | 360,000 tested, 0.14% active | AID 652163;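 active means mean inhibition of at least 70% across replicates, with every replicate also reaching that level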
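System – human S100A4 monomer protein, biochemical binding assay · Buffer or medium – Calcium-containing HEPES buffer, pH 7.2 · Timing – 5 min between mix addition and reading · Also added – TAMRA-labelled myosin IIA heavy-chain peptide probe, 5 nM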
XiGFP reactiv: X-chromosome reactivation activator; 360,000 tested, 0.055% active; activation, % at 7.58 µM; AID 743238; XiGFP mouse fibroblasts, % GFP-positive cells imaging, 3 d; cells co-treated with 5-aza-dC sensitizer; scaled so ellipticine positive control = 100%;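 active means mean normalized replicate activation at least 10% and every replicate at or above 10%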;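 further: 0% = median of on-plate neutral control wells and 100% = ellipticine 6 µM median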
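Assay system – SV40-immortalized XiGFP fibroblast cells, line 68-5-11 · Buffer or medium – DMEM supplemented with 5-aza-dC as sensitizing agent · Dosing – one concentration, pinned · Benchmarks – positive control ellipticine, 6 µM final · Times – 3 days compound exposure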
RAD52 inh: inhibitors of human RAD52 DNA annealing | inhibition, % at 18.7 µM | P43351 | AID 651710 | recombinant RAD52 DNA annealing, FRET fluorescence | 360,000 tested, 0.46% active;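 active means every replicate showing at least 50% inhibition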
Target sequence (P43351 whole entry, looked up): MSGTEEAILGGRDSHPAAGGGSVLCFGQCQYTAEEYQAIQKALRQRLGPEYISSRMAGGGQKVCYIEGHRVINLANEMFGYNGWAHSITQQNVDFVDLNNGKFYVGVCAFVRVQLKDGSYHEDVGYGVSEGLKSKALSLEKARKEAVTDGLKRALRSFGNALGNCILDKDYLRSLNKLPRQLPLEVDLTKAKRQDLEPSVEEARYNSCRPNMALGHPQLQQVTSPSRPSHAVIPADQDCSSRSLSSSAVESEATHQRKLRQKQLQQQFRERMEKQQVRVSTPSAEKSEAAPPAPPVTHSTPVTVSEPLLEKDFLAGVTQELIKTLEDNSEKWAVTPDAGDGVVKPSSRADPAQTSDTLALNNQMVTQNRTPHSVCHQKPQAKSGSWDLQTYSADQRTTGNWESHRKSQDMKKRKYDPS
E-sel inducer: E-selectin induction on HUVECs | P16581 | HUVEC E-selectin immunofluorescence imaging; normalized: neutral wells 0, TNF-alpha wells 100 | activation, % at 7.58 µM | 260,000 tested, 0.37% active | AID 686992;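 active means mean E-selectin-positive cell signal at least 10% of the positive control, reached in at least 60% of replicates, without over 20% cell loss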;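 further: in these data hits start at about 27%; measured in HUVEC primary endothelial cells; signal is the percent of cells scored E-selectin positive by PE staining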
Target sequence (P16581 whole entry, looked up): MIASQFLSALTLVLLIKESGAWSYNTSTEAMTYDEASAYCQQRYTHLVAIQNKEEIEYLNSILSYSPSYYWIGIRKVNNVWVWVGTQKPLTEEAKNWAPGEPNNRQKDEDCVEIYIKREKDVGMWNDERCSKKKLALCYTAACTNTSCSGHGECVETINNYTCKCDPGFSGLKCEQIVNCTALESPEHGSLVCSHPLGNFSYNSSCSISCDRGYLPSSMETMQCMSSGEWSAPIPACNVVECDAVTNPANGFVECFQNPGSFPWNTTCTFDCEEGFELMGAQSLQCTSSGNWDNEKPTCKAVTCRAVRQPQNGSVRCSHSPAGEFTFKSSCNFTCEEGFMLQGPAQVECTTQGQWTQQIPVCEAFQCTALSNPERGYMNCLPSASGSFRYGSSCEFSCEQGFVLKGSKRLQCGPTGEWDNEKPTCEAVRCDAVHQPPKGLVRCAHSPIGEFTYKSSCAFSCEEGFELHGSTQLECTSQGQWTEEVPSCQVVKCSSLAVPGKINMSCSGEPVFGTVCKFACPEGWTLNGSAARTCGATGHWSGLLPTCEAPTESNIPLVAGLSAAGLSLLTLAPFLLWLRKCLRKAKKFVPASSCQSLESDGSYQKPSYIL
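Read-out basis: % PE-positive cells; Test system: HUVEC primary endothelial cells; Technique: immunofluorescence imaging; Dosing: single-point compound dose.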
ERAP1 HTS inh: blocks human ERAP1 aminopeptidase activity; Q9NZ08; recombinant ERAP1, Leu-AMC fluorescence, 60 min; inhibition, % at 10.7 µM; 340,000 tested, 0.15% active;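 active means mean replicate inhibition of at least 30%, or all replicates individually reaching that 30% level; inactive means mean below 30% and not every replicate reaching it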;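 further: 0% = neutral control wells and 100% = L-leucinethiol positive control wells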
RAD54 branch: inhibitors of human RAD54 branch migration | Q92698 | RAD54 Holliday junction branch migration, FAM/BHQ fluorescence | inhibition, % at 10.4 µM | 360,000 tested, 0.14% active | AID 602329;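 active means mean normalized replicate activity at least 40 and at least half of replicates scoring 40 or more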;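 further: 0% = median of neutral control wells and 100% = median of positive control wells; inhibitors cause a drop in the FAM fluorescence signal; in these data hits start at about 50%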
The depositor's hits bear a star; . = not tested or not shown.

mol,RAD52 inh,E-sel inducer,esBAF inh,ERp5 inh,RAD54 branch,S100A4 inh HTS,XiGFP reactiv,ERAP1 HTS inh
COc1ccccc1C(CNC(=O)c1cccc(S(=O)(=O)Nc2ccc(C)cc2)c1)N(C)C (configuration not stated),-5,.,-2,-5,14,-5,0.2,1
COC(=O)C[C@@H]1CC[C@@H]2[C@@H](COc3ccc(NC(=O)C4CC4)cc3C(=O)N2C)O1,-1,-0.1,4,9,-7,-7,0.1,0
CCCNC(=O)N1[C@@H](CO)[C@H](c2ccccc2)C12CN(C(=O)CC1CC1)C2,-12,0.0,.,-1,.,-42,0.4,-2
O=S(=O)(c1ccc(OCC(O)CN2CCC(Cc3ccccc3)CC2)cc1)N1CCOCC1 (configuration not stated),-27,.,.,5,.,-21,.,-3
COc1cc(OC)nc(Oc2ccccc2C(=O)Oc2ccc(Cl)cc2)n1,-10,.,8,-6,-6,-10,.,0
COc1ccc(Cl)cc1N1CC(c2nc3ccccc3[nH]2)CC1=O (configuration not stated),-6,0.4,-46,0,5,-7,-0.1,-8
Cc1ccc(S(=O)(=O)N(C)c2ccc(OCC(=O)OCc3cccc(Br)c3)cc2)cc1,-3,-0.7,-4,-1,8,0,0.4,0
Cc1cnc(C(=O)OCC(=O)N2CCC(C)CC2)cn1,-28,.,-3,-3,1,1,-0.1,6
C[C@@H]1CN([C@H](C)CO)C(=O)Cc2cc(NC(=O)CCN3CCOCC3)ccc2O[C@H]1CN(C)Cc1ccc2c(c1)OCO2,27,.,-11,-11,4,123*,0.9,6
C[C@@H]1CN([C@@H](C)CO)C(=O)Cc2cc(NC(=O)Nc3ccc(F)cc3)ccc2O[C@H]1CN(C)S(=O)(=O)c1ccc(Cl)cc1,18,-14,-1,10,14,1,-0.1,2
CN(CC(=O)Nc1ccc(F)c(F)c1F)C(=O)C1=COCCO1,-14,-0.6,-5,-7,9,-4,0.3,-1
Cn1c(N)c(C(=O)CSc2nnnn2-c2ccccc2)c(=O)n(C)c1=O,-12,10,-5,0,-4,-2,.,.
CCOC(=O)c1cnn(Cc2ccc(C)cc2)c1N,-1,.,0,-3,7,20,0.6,1
COc1ccc(CN(C)C[C@@H]2OCCCC[C@@H](C)Oc3ccc(NC(=O)Cc4ccccc4)cc3C(=O)N([C@@H](C)CO)C[C@@H]2C)cc1,.,-0.2,-2,.,2,.,0.2,.
COc1ccc(S(=O)(=O)N(C)C[C@H]2Oc3ncc(-c4ccncc4)cc3C(=O)N([C@H](C)CO)C[C@@H]2C)cc1,10,0.8,-2,3,8,5,-0.8,6
CC(C)(C)C(O)(CC#CCN1CCCC1)c1ccccc1 (configuration not stated),0,.,-7,3,7,0,0.0,2
COc1ccc(NC(=O)Nc2ccc3c(c2)C(=O)N([C@@H](C)CO)C[C@@H](C)[C@H](CN(C)Cc2ccncc2)OCCCC[C@@H](C)O3)cc1,8,0.2,-4,-6,1,1,-1.0,-8
COc1cc(C(=O)NCCC(=O)NCCCN2CCCCC2C)cc(OC)c1OC (configuration not stated),-29,.,-10,-4,-11,0,.,-5
Cc1cc(CNC(=O)Cc2ccccc2)c2ccccc2n1,-20,0.0,7,3,6,-1,-0.1,3
N/C(=N\OC(=O)CC1CCCCC1)c1ccc(Cl)cc1,-11,-0.4,41*,-7,-6,-6,0.0,-4

Ordered by value in ERAP1 HTS inh (smallest number first): some entries from above
smiles	ERAP1 HTS inh
COc1cc(C(=O)NCCC(=O)NCCCN2CCCCC2C)cc(OC)c1OC (configuration not stated)	-5
N/C(=N\OC(=O)CC1CCCCC1)c1ccc(Cl)cc1	-4
CN(CC(=O)Nc1ccc(F)c(F)c1F)C(=O)C1=COCCO1	-1
CCOC(=O)c1cnn(Cc2ccc(C)cc2)c1N	1
CC(C)(C)C(O)(CC#CCN1CCCC1)c1ccccc1 (configuration not stated)	2

Full records, looked up by structure:
CCOC(=O)c1cnn(Cc2ccc(C)cc2)c1N reads RAD52 inh: -1; E-sel inducer: .; esBAF inh: 0; ERp5 inh: -3; RAD54 branch: 7; S100A4 inh HTS: 20; XiGFP reactiv: 0.6; ERAP1 HTS inh: 1
COc1ccc(S(=O)(=O)N(C)C[C@H]2Oc3ncc(-c4ccncc4)cc3C(=O)N([C@H](C)CO)C[C@@H]2C)cc1 reads RAD52 inh: 10; E-sel inducer: 0.8; esBAF inh: -2; ERp5 inh: 3; RAD54 branch: 8; S100A4 inh HTS: 5; XiGFP reactiv: -0.8; ERAP1 HTS inh: 6

Further records
mol,RAD52 inh,E-sel inducer,esBAF inh,ERp5 inh,RAD54 branch,S100A4 inh HTS,XiGFP reactiv,ERAP1 HTS inh
COc1ccc([Si](C)(C)[C@@H]2[C@@H](CCO)O[C@]3(C(=O)N(Cc4ccccc4)c4ccc(N5C(=O)c6cccc7cccc5c67)cc43)[C@H]2C)cc1,5,.,.,10,-4,-4,.,-2
CC(=O)N1[C@H](CO)[C@H](c2ccc(-c3cccc(F)c3)cc2)[C@H]1CNC(=O)C1CC1,.,-0.1,7,.,3,.,0.0,.
CSc1ncc(CN2CCCC(C(=O)c3ccc(C(C)(C)C)cc3)C2)cn1 (configuration not stated),-37,.,.,-2,.,-2,-0.1,-3
COCCN(C(=O)c1ccc(N(C)S(=O)(=O)c2ccc(C)cc2)cc1)c1c(N)n(CC(C)C)c(=O)[nH]c1=O,-8,.,-1,2,2,-1,-0.1,0
Cc1csc2nc(O)c(C(=O)NCCC3=CCCCC3)c(=O)n12,-6,-1.8,3,-1,-3,4,0.1,4
COc1nc(OC)nc(Oc2ccc(Cl)cc2[N+](=O)[O-])n1,-6,-0.3,.,5,.,3,0.1,0
O=C(N[C@H]1C=C[C@@H](CC(=O)N2CCCCC2)O[C@H]1CO)c1cccc(F)c1,7,-0.1,-7,-2,-17,-71,-0.2,3
COc1ccc(CNS(=O)(=O)NCc2ccc(C)cc2)cc1,9,.,.,0,8,-5,0.2,4
COc1ccc(-c2nc3c4ccccc4ccn3c2CC2CCCCC2)cc1OC,1,0.2,1,-5,1,-6,-0.2,1
COc1ccc(C(C)(C)C)cc1NC(=O)C1CC(=O)N(C2CCCC2)C1 (configuration not stated),-1,-0.1,1,5,.,-12,-0.1,-3
CCc1cccc(CC)c1NC(=O)COC(=O)CC1c2ccccc2CCN1S(=O)(=O)c1ccccc1 (configuration not stated),-3,.,.,0,-4,7,0.5,0
Cc1cc2ncc(C(N)=O)cn2n1,-13,.,-1,-1,.,-9,0.0,0
CS(=O)(=O)N1CCN(c2ccnc3cc(Cl)ccc23)CC1,-14,.,-7,-6,1,-9,0.0,0
CNc1ccc(-c2cccc(CO)c2)cn1,-2,1.3,41*,-4,-13,-2,0.3,-4
C[C@H](CO)N1C[C@H](C)[C@H](CN(C)C(=O)c2cccc(F)c2)Oc2cc(-c3ccncc3)ccc2S1(=O)=O,4,-0.2,0,-2,-1,-8,-0.1,-1
O=C(NCc1cccc(C(F)(F)F)c1)c1ccc2c(c1)OCCO2,-20,0.5,11,-1,3,-2,0.2,2
COc1cccc(OC)c1OCC(O)CN1CCN(c2ccc(F)cc2)CC1 (configuration not stated),-12,0.1,-13,2,-12,-3,0.1,-4
C[C@@H]([C@H](O)c1ccccc1)N(C)C(=S)Nc1ccccc1,-4,0.0,0,2,1,-2,0.1,2
COc1ccc(-c2ncc(CN3CCC(CO)(Cc4cccc(OC)c4)CC3)cn2)cc1,-25,.,.,4,.,2,0.1,0
CCOC(=O)c1c(S(=O)(=O)NCC(=O)Nc2cc(C)ccc2OC)c(C)n(C)c1C,0,.,1,3,4,-2,-0.1,2

Two successive entries out of the list so far, for reference:
mol,RAD52 inh,E-sel inducer,esBAF inh,ERp5 inh,RAD54 branch,S100A4 inh HTS,XiGFP reactiv,ERAP1 HTS inh
Cc1cc2ncc(C(N)=O)cn2n1,-13,.,-1,-1,.,-9,0.0,0
CS(=O)(=O)N1CCN(c2ccnc3cc(Cl)ccc23)CC1,-14,.,-7,-6,1,-9,0.0,0

Continuation.
mol,RAD52 inh,E-sel inducer,esBAF inh,ERp5 inh,RAD54 branch,S100A4 inh HTS,XiGFP reactiv,ERAP1 HTS inh
O=C(c1cccc(F)c1)N1CC2(C1)[C@H](c1ccccc1)[C@@H](CO)N2C(=O)C1CCOCC1,-10,-0.1,.,2,.,13,0.1,-1
CN1CCN(C(=O)C[C@@H]2CC[C@@H]3[C@H](COC[C@@H](O)CN3C(=O)Nc3cc(Cl)cc(Cl)c3)O2)CC1,6,0.3,-3,-2,7,4,0.0,-2
Cc1cc(NCCN2CCOCC2)c2ccc3ccccc3c2n1,22,1.4,.,0,.,-3,0.0,0
CO[C@@H]1CN(C)C(=O)c2ccc(NC(=O)Nc3ccc(C(F)(F)F)cc3)cc2OC[C@@H](C)NC[C@@H]1C,45,-0.1,.,3,.,-12,-0.4,0
COc1ccc([C@H]2CC(=O)C=C(c3ccnc4ccc(Cl)cc34)C2)cc1,-33,.,-25,-6,-9,1,0.0,0
C[C@H]1CN([C@@H](C)CO)C(=O)c2cc(C#CC3CCCCC3)cnc2O[C@H]1CN(C)S(=O)(=O)c1cccc(F)c1,-4,1.7,10,-5,5,13,0.3,0
COc1ccccc1C1=CN(Cc2ccccc2)CCC1=O,-42,-0.1,-2,3,-3,0,0.1,-1
Cc1ccc(C(=O)O)cc1S(=O)(=O)Nc1ccccc1C(=O)NC1CC1,-1,0.8,.,-4,.,1,0.0,-2
COc1cc(C(=O)OCC(=O)N2CCCC2)cc2c1OCCO2,1,6.6,-2,4,13,-1,0.0,-2
COc1ccc(NC(=O)C[C@H]2C(=O)N(c3ccc(OC)cc3)C[C@@H]2c2ccc(Br)cc2)cc1,-2,0.0,13,14,2,7,0.4,-1
COc1cc(OC)cc(C(=O)Nc2cccc(NC(=O)c3cc(OC)cc(OC)c3)n2)c1,-13,.,3,.,-4,-4,0.1,3
CC(=O)c1cnc(-c2ccccc2)s1,-7,.,.,2,.,-3,0.0,-9

Structures from the list above that contain a CF3 group (two):
mol,RAD52 inh,E-sel inducer,esBAF inh,ERp5 inh,RAD54 branch,S100A4 inh HTS,XiGFP reactiv,ERAP1 HTS inh
O=C(NCc1cccc(C(F)(F)F)c1)c1ccc2c(c1)OCCO2,-20,0.5,11,-1,3,-2,0.2,2
CO[C@@H]1CN(C)C(=O)c2ccc(NC(=O)Nc3ccc(C(F)(F)F)cc3)cc2OC[C@@H](C)NC[C@@H]1C,45,-0.1,.,3,.,-12,-0.4,0
